Vif-A3G inh: qHTS for Inhibitors of Vif-A3G Interactions: qHTS. DNA dC->dU-editing enzyme APOBEC-3G (Homo sapiens), Q9HC16. HeLa A3G-eYFP + Vif (tagged APOBEC3G with the HIV-1 protein that degrades it), YFP fluorescence, overnight. Potency, µM (doses to about 46.1 µM), for inactives: at the highest dose activity, negative = active, hits mostly inhibitors. 410,000 tested, 0.076% active. AID 602310, 2012;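 further: potency means the concentration at half of the fitted maximal effect; on the % scale 0 is the no-effect control and ±100 the full control effect; nearly all actives have a fitted effect of over 60% in size; hits raise eYFP signal because A3G escapes Vif-driven loss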
Target sequence (Q9HC16 whole entry, looked up): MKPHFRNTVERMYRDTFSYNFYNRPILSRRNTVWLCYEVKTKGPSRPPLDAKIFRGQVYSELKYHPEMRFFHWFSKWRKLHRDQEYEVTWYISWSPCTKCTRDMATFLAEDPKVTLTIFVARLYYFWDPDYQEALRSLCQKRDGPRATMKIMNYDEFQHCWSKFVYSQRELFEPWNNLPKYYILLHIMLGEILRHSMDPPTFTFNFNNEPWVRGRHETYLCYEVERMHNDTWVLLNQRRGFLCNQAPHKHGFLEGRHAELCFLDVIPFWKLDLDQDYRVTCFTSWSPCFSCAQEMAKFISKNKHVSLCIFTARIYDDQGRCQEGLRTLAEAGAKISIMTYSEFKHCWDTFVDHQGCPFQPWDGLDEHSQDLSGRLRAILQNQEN
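Read-out is eYFP fluorescence (Ex 488/Em 500-530) from Vif-expressing HeLa A3G-eYFP cells; more signal means A3G escaped Vif-mediated degradation. Cells plated overnight, compound pinned in, incubated overnight at 37 deg C.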
PI4K2A inh: qHTS for small molecular inhibitors of PI4K2A. Phosphatidylinositol 4-kinase type 2-alpha (Homo sapiens), Q9BTU6. purified PI4K2A, ADP-Glo luminescence, 1 h; stronger effect = lower value. activity change, negative = inhibition, % at 76.9 µM. 420,000 tested, 0.13% active. AID 1346378, 2018; in the data active means activity change below about -50%; inconclusive means mostly about -30% to -49%;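 further: -100% = wells without enzyme as full effect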
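ADP-Glo luminescence measured ADP generated by PI4K2A enzyme (4 ug/mL before mixing) with 1.2 mM PI substrate (pre-mix) and 300 microM ATP (pre-mix). Tris pH7.5 buffer with MgCl2, Triton X-100; 1 h reaction at ambient temperature.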
TrxR1 substrate: qHTS Assay for Substrates of Mammalian Selenoprotein Thioredoxin Reductase 1 (TrxR1): qHTS; Thioredoxin reductase 1, cytoplasmic (Rattus norvegicus), O89049; purified TrxR1 substrate turnover, NADPH consumption readout; Potency, µM (series often up to 114 µM), inactives show at the top dose activity change, negative = substrate turnover; 390,000 tested, 0.01% active; AID 588456, 2011; further: potency means the concentration at half of the fitted maximal effect; on the % scale 0 is the no-effect control and ±100 the full control effect; nearly all actives have a fitted effect of over 50% in size
Target sequence (O89049 whole entry, looked up): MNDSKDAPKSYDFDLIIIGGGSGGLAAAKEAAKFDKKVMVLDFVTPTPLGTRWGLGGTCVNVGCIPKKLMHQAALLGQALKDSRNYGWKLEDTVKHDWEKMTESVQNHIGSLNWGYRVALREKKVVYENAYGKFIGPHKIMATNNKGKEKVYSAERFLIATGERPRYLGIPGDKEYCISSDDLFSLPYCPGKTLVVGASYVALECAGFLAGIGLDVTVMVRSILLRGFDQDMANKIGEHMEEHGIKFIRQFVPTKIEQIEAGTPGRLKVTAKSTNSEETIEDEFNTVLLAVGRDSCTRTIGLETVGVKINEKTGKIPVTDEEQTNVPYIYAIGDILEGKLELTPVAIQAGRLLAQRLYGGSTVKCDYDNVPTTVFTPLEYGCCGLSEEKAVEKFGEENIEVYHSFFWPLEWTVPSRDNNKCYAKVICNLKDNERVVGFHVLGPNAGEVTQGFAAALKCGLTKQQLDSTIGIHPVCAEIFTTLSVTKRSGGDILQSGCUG
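Rat TrxR1, dispensed at 90 nM, was prereduced with 400 uM NADPH (final) for 5 min at ~22 deg C, then incubated with compound 15 min before 400 uM selenite. A first-read NADPH fluorescence drop versus no-compound background flagged substrates.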
USP1 inh: Inhibitors of USP1/UAF1: Primary Screen | AID 743255, 2014 | Potency, µM (doses to about 57.1 µM), for inactives: at the top dose activity change, negative = inhibition, actives largely listed as inhibitors | 390,000 tested, 0.23% active | recombinant USP1/UAF1, Ub-Rhodamine cleavage fluorescence | Ubiquitin carboxyl-terminal hydrolase 1 (Homo sapiens), O94782; further: potency means the concentration at half of the fitted maximal effect; on the % scale 0 is the no-effect control and ±100 the full control effect; nearly all actives have a fitted effect of over 60% in size; inactives centre near -12
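Step one: compound is pinned into 1nM USP1/UAF1 in HEPES pH 7.8 buffer with TCEP. Step two: 15 min room-temperature incubation. Step three: Ub-Rho (150nM final) starts cleavage, tracked by fluorescence over six one-minute reads.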
IDH1 R132H inh: qHTS for Inhibitors of mutant isocitrate dehydrogenase 1 (IDH1): qHTS. Isocitrate dehydrogenase [NADP] cytoplasmic (Homo sapiens), O75874. IDH1-R132H enzyme, NADPH consumption, diaphorase/resazurin fluorescence. Potency, µM (series often up to 76.6 µM), inactives show at the highest dose activity change, negative = inhibition, hits mostly inhibitors. 390,000 tested, 0.093% active; further: potency means the concentration at half of the fitted maximal effect; on the % scale 0 is the no-effect control and ±100 the full control effect; nearly all actives have a fitted effect of over 65% in size
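IDH1-R132H (0.5 ug/mL) preincubated 30 min with compound, then NADPH (0.016 mM) and alpha-KG (2 mM) added; 80 min at RT, pH 7.5. Remaining NADPH coupled via diaphorase/resazurin to fluorescence (540/590 nm); concentration-response curves normalized to no-enzyme control.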
GRP78 ERSR act: qHTS for Inducers of the Endoplasmic Reticulum Stress Response (ERSR) in Human Glioma: qHTS. U87-MG GRP78 promoter luciferase reporter, 16 h. Potency, µM, for inactives: at the top dose activation, hits mostly activators. 420,000 tested, 0.02% active. AID 602332, 2012; further: potency means the concentration at half of the fitted maximal effect; series mostly up to about 76 µM; % of control where 0% means no effect; nearly all actives have a fitted effect of over 35% in size
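Stably transfected U87-MG glioma cells carrying a GRP78-based luciferase sensor; 16 h compound incubation. Luminescence end-point read 10 min after Bright-Glo addition at room temperature.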
LDHA block: qHTS assay for inhibitors of human lactate dehydrogenase; L-lactate dehydrogenase A chain (Homo sapiens), P00338; activity change, % (values are at about 110 or 230 µM); AID 1347041, 2019; 480,000 tested, 0.15% active; purified LDHA, NADH/diaphorase-resazurin fluorescence; stronger effect = lower value; in the data active means activity change below about -30%; inconclusive means mostly about -25% to -30%;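 further: plate controls were DMSO wells for no effect and wells without enzyme for full effect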
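Resorufin fluorescence (ex540/em590), read at 0 and 20 min after diaphorase/resazurin addition, reports the NADH left after a 5 min room-temperature reaction of 2 nM human LDH5 with 0.06 mM NADH and 0.2 mM pyruvate.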
RXFP1 ag: qHTS Assay for Agonists of the Relaxin Receptor RXFP1 | Relaxin receptor 1 (Homo sapiens), Q9HBX9 | HEK293T-RXFP1 cAMP TR-FRET, 30 min; response scale: percent of porcine relaxin response, buffer zero | Potency, µM (highest dose often 57.5 µM), for inactives: at the top dose activation, usual class: activators | 370,000 tested, 0.3% active | AID 2676, 2010; further: potency means the concentration at half of the fitted maximal effect; on the % scale 0 is the no-effect control and ±100 the full control effect; nearly all actives have a fitted effect of over 60% in size; many of its hits are not listed in these tables
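cAMP rise read by TR-FRET after 30 min, 37C compound exposure (up to 58 uM) in RXFP1-transfected HEK293 cells with Ro 20174 present. EC50 from Hill-equation fits, with 29 nM porcine relaxin as 100% and buffer as basal.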
Vif-APOBEC3F blk: qHTS for Inhibitors of Vif-A3F Interactions: qHTS; HeLa A3F-eYFP + Vif (tagged APOBEC3F with the HIV-1 protein that degrades it), YFP fluorescence increase; Potency, µM (titrated, usually from 46.1 µM), inactives show at the top dose activity, negative = active; 390,000 tested, 0.2% active; AID 602313, 2012; further: potency means the concentration at half of the fitted maximal effect; % of control where 0% means no effect; nearly all actives have a fitted effect of over 65% in size
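HeLa cells stably expressing Vif plus C-terminally eYFP-tagged A3F were seeded, incubated overnight at 37 deg C, dosed with compound, incubated overnight again at 37 deg C. Yellow fluorescence (Ex 488/Em 500-530) reported blocked Vif-mediated A3F-eYFP degradation.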
* hit, by the source's call; ? = inconclusive; nt = not tested or not shown; & = joins results of further samples; [ ] = dose if it differs, or a comment. Unless noted, the call rests on the fitted dose curve; in most records, active means well fitted curve in the direction sought with a large enough effect; inconclusive means small, poorly fitted or top-dose-only effect, or another doubt; inactive means no such curve, though single readings can be large; an effect the other way counts as inactive or inconclusive. Some of the compounds tested; the hit share may differ from the screen's.

SMILES	Vif-A3G inh	PI4K2A inh	TrxR1 substrate	USP1 inh	IDH1 R132H inh	GRP78 ERSR act	LDHA block	RXFP1 ag	Vif-APOBEC3F blk
O=C(c1cc(N2C(=O)C3C4CCC(C4)C3C2=O)ccc1Cl)N1CCN(c2ccccc2F)CC1 (stereo not drawn)	-3%	0	-6%	-9%	0%	-4%	-4	0.2%	5%
CCOC(=O)c1cccc(NC(=O)NCCc2c(C)nn(C)c2C)c1	0%	-2	8%[57.1 µM]	-20%	-6%	0%	-5	1.6%	1%
CC(=O)NC1=CC(=C[N+](=O)[O-])C=C1O	-6%	1	12%[57.1 µM]	-6%	6%	0%	-3	nt	13%
Cc1ccc(NC(=O)Cn2cccc2C2=NC(c3ccccc3)CO2)c(C)c1 (stereo not drawn)	-2%	9	-6%	-18%	5%	-3%	-4	2.6%	-13%
C=CCN1CCc2cc(O)c(O)cc2C(c2ccccc2)C1 (stereo not drawn)	-3%	4&0	0%[57.1 µM]	-16%	-6%	-4%&-4%	-14	-0.1%	12%
CCCC1=[N+](CC(=O)c2ccc(C)cc2)CCn2cccc21	-6%	-7	-8%	-16%	5%	1%	-9	1.1%	?
CN(C)c1cccc(O)c1	2%	2	0%	7%	6%	2%	11	-1.7%	3%
CCOC(=O)CCCCCC(=O)Nc1ccc2c(c1)CC(=O)N([C@@H](C)CO)C[C@@H](C)[C@@H](CN(C)C(=O)Nc1ccc(C(F)(F)F)cc1)O2	-3%	4	-2%[57.1 µM]	-32%	-8%	0%	0	nt	-3%
CNC(=O)CN(c1cccc(Br)c1)S(C)(=O)=O	-6%	-4	3%	-15%	0%	-4%	-4	-0.3%	nt
COc1cc(C(=O)Nc2nc3ccccc3s2)ccc1OCc1c(C)noc1C	-18%	0	19%	-12%	9%	-6%	-3	-0.9%	-27%
COc1ccccc1C(=O)Nn1cnnc1	2%	-1	-5%	-17%	-8%	-2%	-9	-0.3%	-4%
COc1ccc(N2CCN(S(=O)(=O)c3ccc4c(c3)NC(=O)C(C)S4)CC2)cc1 (stereo not drawn)	-2%	-1	-3%	-30%	-14%	-3%	-4	-0.6%	0%
Cc1ccc(S(=O)(=O)NCc2c(-c3ccccc3)noc2C)cc1	-5%	-1	12%[57.1 µM]	-17%	13%	-1%	-13	0.7%	-5%
COc1ccccc1NS(=O)(=O)c1cc(NC(=O)CC(C)(C)C)ccc1N1CCOCC1	-3%	1	-3%[57.1 µM]	-3%	3%	1%	-11	1.0%	1%
CCCCCCCCNS(=O)(=O)CCNCCc1ccccc1	-6%	-2	-8%	-25%	27%	-4%	-3	nt	5%
COc1cc(/C=C2\SC(=S)N(NC(=O)c3cccnc3)C2=O)ccc1O	-5%	-9	-21%	?	-10%	-2%	3	4.5%	-20%
Cc1[nH]c(=O)[nH]c(=O)c1S(=O)(=O)N1CCC(C(=O)N2CCN(c3cccc(C(F)(F)F)c3)CC2)CC1	11%	-2	-2%	-18%	10%	-4%	-2	1.5%	3%
CC(C)OCCCNc1ncc2c(n1)CC(c1ccc(N(C)C)cc1)CC2=O (stereo not drawn)	1%	4	-5%	4%	2%	1%	4	-0.4%	-2%
O=C(NCCN1CCc2ccccc2C1)Nc1ccc(F)cc1	0%	-2	3%[57.1 µM]	1%	-4%	-3%	-2	0.4%	1%
CCCNC(=O)N1[C@H](c2ccc(C)s2)[C@@H](C)C(=O)[C@@H](C)[C@@H]1c1ccc(C)s1	-2%	0	-1%	-1%	-13%	-2%	1	0.5%	0%
Nc1cccc[n+]1C(c1ccnc2ccccc12)[n+]1ccccc1N	-2%	nt	4%	nt	nt	-3%	1	nt	nt
CCN(CC)S(=O)(=O)c1ccc(C(=O)NCCSc2c(-c3ccc(C)cc3)[nH]c3ccccc23)cc1	-2%	-1	-1%	-24%	-9%	-2%	-18	-3.3%	5%
COCCn1c(=NC(=O)CCS(=O)(=O)c2ccccc2)sc2cc(F)ccc21	-6%	3	-5%	-13%	9%	-7%	-4	2.9%	-1%
CC(C)C[C@H](NC(=O)N1CCn2c1nc1ccccc12)C(=O)N[C@H](Cc1ccccc1)C(=O)O	-3%	-4	8%	7%	-4%	-3%	-10	1.8%	2%
CCOC(=O)C1CCN(C(=O)c2cc3c(=O)n4ccccc4nc3s2)CC1	-9%	-2	233%[activator]	-17%	0%	3%	-2	?	1%
COC(CN(C(=O)CCl)C(C(=O)NC1CCCCC1)c1ccc(Cl)cc1)OC (stereo not drawn)	-7%	3	-10%	-9%	5%	-3%	-6	0.6%	3%
N#Cc1c(N)nc(SCc2ccccn2)c(C#N)c1-c1cccs1	1%	-11	-7%	-8%	-3%	-1%	-1	27%	-2%
Cc1nnc(N2CCC(C(=O)NC3CCCCC3)CC2)c2nn(-c3ccccc3)c(C)c12	3%	3	7%	-12%	10%	-1%	5	10%	-21%
CCn1c(O)c(N=NC(=O)CNc2ccc(C)cc2)c2ccccc21	-9%	2	-5%	-4%	-5%	-5%	2	0.9%	-4%
COc1ccc(S(=O)(=O)Nc2ccc(F)cc2F)cc1C(=O)N1CCOCC1	0%	14	-13%[57.1 µM]	-23%	4%	-2%	-5	3.0%	0%
COCC(C)n1c(=O)sc2ccccc2c1=O (stereo not drawn)	-1%	6	3%[11.4 µM]	6%	0%	0%	-3	2.1%	-8%
CCSc1ccccc1C(=O)Nc1cccc(OC)c1	-9%	-1	4%[57.1 µM]	-11%	0%	2%	-1	-0.3%	6%
COc1ccc(N2CCN(CC(=O)NC(=O)NC(C)(C)C)CC2)cc1	0%	-5	-9%	-14%	1%	-5%	2	-0.2%	0%
COc1ccc(NS(=O)(=O)c2cccc(NC(=O)COc3ccc(OC)cc3)c2)cc1	0%	-22	14%	-23%	7%	0%	-1	0.5%	-13%
O=C(COC(=O)CNS(=O)(=O)c1cc(C(F)(F)F)ccc1Cl)NC1CC1	1%	2	-2%	-11%	2%	-3%	-3	nt	-6%
COc1ccccc1NC(=O)Cn1c(C)nc2c(sc(=S)n2Cc2ccco2)c1=O	1%	-7	-4%	?	5%	-2%	-3	0.8%	-11%
O=C(Nc1ccc2c(c1)Cc1cc([N+](=O)[O-])ccc1-2)C(F)(F)F	-6%	0	10%[57.1 µM]	-5%	2%	-1%	-7	nt	?
O=C(NCc1ccccc1)c1ccc(Cl)nc1	0%	0	9%[57.1 µM]	?	1%	-2%	-4	-0.4%	-8%
Cc1nn(-c2ccccc2)c(C)c1/C=N/n1c(-c2ccc(C(C)(C)C)cc2)n[nH]c1=S	1%	-8	4%[57.1 µM]	-12%	-3%	-1%	-4	2.6%	-3%
C[C@H](CO)N1C[C@H](C)[C@@H](CN(C)Cc2ccc(-c3ccccc3)cc2)Oc2c(NS(=O)(=O)c3cccs3)cccc2C1=O	-1%	-2	6%	-21%	-5%	0%	-2	nt	-1%
CSCCCNC(=S)Nc1cccc(S(=O)(=O)NC2=NCCC2)c1	2%	-8	13%[57.1 µM]	-19%	1%	-2%	-2	1.7%	9%
COc1ccc2c(C(=O)NCCCCO)c(-c3ccc(S(C)(=O)=O)cc3)sc2c1	-1%	-6	nt	16%	-2%	-3%	2	nt	1%
COCCNC(=O)C1CCC(CNS(=O)(=O)c2c(C)cc(C)cc2C)CC1 (stereo not drawn)	-4%	0	-4%	-9%	-7%	-1%	1	1.4%	-11%
CC1=C(c2ccc(C)c(C)c2)S(=O)(=O)N=C1N1CCC(C(=O)Nc2ccc(Cl)cc2)CC1	-20%	-3	6%[57.1 µM]	-29%	1%	-5%	2	11%	?
CC(C)OCCCNC(=O)Cn1c(-c2cccs2)cc2cc(F)ccc21	-4%	-4	27%	-23%	2%	-2%	-2	4.1%	0%
CC(C)(C)NC(=O)C(c1ccco1)N(Cc1ccc(F)cc1)C(=O)c1snc(C(N)=O)c1N (stereo not drawn)	0%	3	12%	-5%	2%	0%	-7	2.6%	-7%
c1ccc(/N=C2\N=C(Nc3ccccn3)c3ccccc32)nc1	1%	-5	0%	-12%	4%	1%	-4	nt	-9%
CCCCCn1c(=O)[nH]c2cc(C(=O)Nc3ccc(OC)cc3)ccc2c1=O	-1%	0	-4%[57.1 µM]	-8%	1%	-2%	0	9.1%	11%
